High-throughput results deposited in PubChem by National Center for Advancing Translational Sciences (NCATS).
IL2 activator: IL-2 activation. IL-2 activation reporter assay, cell-based qHTS; stimulated with anti-CD3/CD4/CD28 beads; in transgenic mouse T cells. AID 652025. activation, % (series mostly up to about 46 µM). hit rate 0.065% among 360,000; in the data active means activation above about 50%; inconclusive means mostly about 30% to 49%; further: 0% is about no effect
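Unstimulated transgenic mouse T cells; 60-min compound exposure; bead-based TCR/CD4/CD28 stimulation; 18 h culture, 37 degrees C; dual fluorescence (EGFP, DsRed) plate cytometry.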
WRN inhibitor: WRN helicase (human) inhibition | Q14191 | Potency, µM (titrated, usually from 114 µM), for the others: at the highest dose activity change, negative = inhibition, most hits filed as inhibitors | WRN helicase unwinding, fluorescent forked duplex, kinetic | hit rate 0.46% among 360,000; further: potency means the concentration at half of the fitted maximal effect; on the % scale 0 is the no-effect control and ±100 the full control effect; nearly all actives have a fitted effect of over 55% in size
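WRN at 20 nM final was preincubated with compound for 15 min at room temperature; reaction started with 100 nM forked duplex oligonucleotide carrying fluorophore and quencher plus 2 mM ATP (final). Unwinding followed kinetically by red fluorescence (ex 525/em 598 nm).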
PLK1 PBD inh: blocks phosphopeptide binding to human PLK1 polo-box domain. P53350. Plk1 PBD binding of FITC phosphopeptide, fluorescence polarization. Potency, µM, without a hit: max response, negative = inhibition, hits mostly inhibitors. hit rate 2.8% among 360,000. AID 720504; further: potency means the concentration at half of the fitted maximal effect; series mostly up to about 57 µM; on the % scale 0 is the no-effect control and ±100 the full control effect; nearly all actives have a fitted effect of over 65% in size
Target sequence (P53350 whole entry, looked up, the tested form may be a part): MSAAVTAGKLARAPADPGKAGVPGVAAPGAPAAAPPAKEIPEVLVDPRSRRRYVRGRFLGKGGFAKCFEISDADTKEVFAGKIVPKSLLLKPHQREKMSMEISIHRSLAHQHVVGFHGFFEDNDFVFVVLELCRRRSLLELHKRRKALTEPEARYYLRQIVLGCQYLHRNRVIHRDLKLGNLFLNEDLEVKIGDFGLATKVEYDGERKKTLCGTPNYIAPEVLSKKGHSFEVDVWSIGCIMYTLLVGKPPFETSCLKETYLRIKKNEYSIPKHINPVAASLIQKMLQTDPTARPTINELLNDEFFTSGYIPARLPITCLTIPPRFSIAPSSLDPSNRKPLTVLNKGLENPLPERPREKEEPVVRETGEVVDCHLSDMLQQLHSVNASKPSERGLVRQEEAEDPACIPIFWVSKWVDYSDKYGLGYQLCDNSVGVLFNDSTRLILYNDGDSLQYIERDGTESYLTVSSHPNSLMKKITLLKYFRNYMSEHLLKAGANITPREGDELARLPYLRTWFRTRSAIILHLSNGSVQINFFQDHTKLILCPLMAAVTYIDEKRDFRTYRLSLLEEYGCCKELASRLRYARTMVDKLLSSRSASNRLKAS
Abeta yeast res: compounds reversing amyloid beta toxicity in yeast | yeast expressing A-beta42, growth rescue, OD600, 48 h; response scale: 0% DMSO, 100% iron-clioquinol control | Potency, µM (top dose mostly 46.1 µM), inactives show at the highest dose growth rescue, most hits filed as activators | hit rate 0.063% among 410,000; further: potency means the concentration at half of the fitted maximal effect; nearly all actives have a fitted effect of over 55% in size
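Growth rescue measured by 600 nm absorbance after 48 h yeast culture at 30 C with compound. Values normalized between DMSO and an equimolar ferric chloride plus clioquinol control.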
PI5P4Ka inh: PI5P4K alpha (human) kinase inhibition | P48426 | PI5P4Kalpha enzyme, ADP-Glo luminescence, 60 min; hits give low values | max response, % | hit rate 1.2% among 330,000 | AID 652105; active means max response of -50% or lower; inconclusive means between -30% and -50%; inactive means -30% or higher; further: value at the top dose of about 77 µM; on the % scale 0 is the no-effect control and ±100 the full control effect
Target sequence (P48426 whole entry, looked up): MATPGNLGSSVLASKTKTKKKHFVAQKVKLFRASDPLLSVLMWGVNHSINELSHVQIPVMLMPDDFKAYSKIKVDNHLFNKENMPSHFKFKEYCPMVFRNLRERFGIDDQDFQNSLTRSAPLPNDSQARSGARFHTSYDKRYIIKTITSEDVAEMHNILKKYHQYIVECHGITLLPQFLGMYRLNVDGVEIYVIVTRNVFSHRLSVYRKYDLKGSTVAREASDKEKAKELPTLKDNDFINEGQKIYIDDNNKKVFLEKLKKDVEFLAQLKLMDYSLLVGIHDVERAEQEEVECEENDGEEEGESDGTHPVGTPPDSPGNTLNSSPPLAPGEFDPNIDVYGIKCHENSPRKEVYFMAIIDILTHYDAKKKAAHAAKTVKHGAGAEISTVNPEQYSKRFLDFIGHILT
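qHTS, 1536-well: enzyme/substrate mix, compound by pin tool, 5 microM ATP final; RT 60 min; ADP-Glo reagents 1 (45 min) then 2 (30 min); luminescence.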
aSyn rescue: alpha-synuclein toxicity inhibition in yeast | Yeast expressing alpha-synuclein, growth rescue, BacTiter-Glo, 24 h | Potency, µM (doses to about 46.1 µM), without a hit: top-dose growth rescue (activation), most hits filed as activators | hit rate 0.14% among 370,000; further: potency means the concentration at half of the fitted maximal effect; % of control where 0% means no effect; nearly all actives have a fitted effect of over 65% in size
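Readout is rescue of growth in alpha-synuclein-expressing yeast, so inhibitors of toxicity appear as activators. Growth after 24 hr at 30 deg C in galactose medium is quantified by luminescence.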
EPAC1 ag: agonists of human EPAC1. hit rate 0.073% among 360,000. O95398. EPAC1 agonist qHTS, biochemical assay; response scale: 100% = response to 6.5 mM cAMP. Potency, µM (titrated, usually from 154 µM), without a hit: top-dose activation, actives largely listed as activators. AID 720707; further: potency means the concentration at half of the fitted maximal effect; nearly all actives have a fitted effect of over 60% in size
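Nucleotide exchange by EPAC1 (100 nM) on Rap1B–BODIPY-GDP (250 nM) in the presence of 50 uM GDP is tracked fluorescently at 480/540 nm over 30 min. Signals are normalized to a 6.5 mM cAMP control.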
EPAC1 antag: EPAC1 (human) antagonism; O95398; EPAC1 GEF assay, Rap1b-BODIPY-GDP exchange fluorescence; Potency, µM (titrated, usually from 115 µM), inactives show at the highest dose activity change, negative = inhibition, usual class: inhibitors; hit rate 0.14% among 360,000; AID 720709;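 further: potency means the concentration at half of the fitted maximal effect; plate controls were vehicle for no effect and positive control for full effect; nearly all actives have a fitted effect of over 50% in size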
FUS yeast rescue: rescues growth of FUS-expressing yeast; hit rate 0.24% among 390,000; S. cerevisiae FUS-expressing, growth rescue, OD600, 24 h; Potency, µM (highest dose often 76.6 µM), for inactives: at the highest dose growth rescue (activation), hits mostly activators;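 further: potency means the concentration at half of the fitted maximal effect; plate controls were DMSO vehicle for no effect and reference control for full effect; nearly all actives have a fitted effect of over 55% in size; some results filed as inactive show a strong effect at the top dose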
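Quantitative HTS measuring growth restoration of FUS-toxic yeast. Galactose-induced cells (OD 0.005) were exposed 24hr at 30C to compounds at several concentrations, then absorbance at 600 nm was recorded.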
Numbers without * were called inactive; ? = inconclusive; / = no result given; [ ] = dose if it differs, or a comment. Unless noted, the call rests on the fitted dose curve; in most records, active means well fitted curve in the direction sought with a large enough effect; inconclusive means small, poorly fitted or top-dose-only effect, or another doubt; inactive means no such curve, though single readings can be large; an effect the other way counts as inactive or inconclusive.

SMILES,IL2 activator,WRN inhibitor,PLK1 PBD inh,Abeta yeast res,PI5P4Ka inh,aSyn rescue,EPAC1 ag,EPAC1 antag,FUS yeast rescue
CC(C)c1ccc(C2C3=C(COC3=O)Nc3cc4c(cc32)OCO4)cc1 (stereo unspecified),-0.7,4.7%,1.6%,-6.1%,0.9,0.9%,1.5%,15.2%,-1.3%
CCc1cc(C(=O)Nc2ncccc2O)sc1C,-2.3,17.6%,0.1%,-17.6%,1.2,-6.4%,2.1%,12.7%,-24.8%
CCOc1cc(/C=N/NC(N)=O)cc(Br)c1OCc1ccccc1,-3.4,0.5%,-9.2%,14.0%,2.0,7.3%,5.9%,-25.2%,13.0%
O=C(c1ccc(N2CCCC2=O)cc1)N1CCN(c2ccccc2F)CC1,5.5,4.4%,-3.8%,-17.8%,-7.6,-8.0%,4.4%,10.7%,13.7%
O=S(=O)(c1ccc(NC(=S)NC23CC4CC(CC(C4)C2)C3)cc1)N1CCCCC1,-3.8,-2.8%,-8.8%,10.8%,-0.9,10.9%,-4.6%,7.4%,24.4%
Cc1cc(Br)c(NC(=O)CN2CCCC2)c(Br)c1,-2.1,1.6%,-6.7%,5.2%,-7.0,-5.0%,7.2%,14.0%,12.8%
CC(C)(C)NC(=O)c1ccc(NC(=O)C2COc3ccccc3O2)cc1 (stereo unspecified),-1.7,4.4%,0.7%,14.9%,/,8.5%,3.3%,7.9%,21.0%
COc1ccc(S(=O)(=O)NCC(c2ccc3c(c2)OCO3)N2CCOCC2)cc1C (stereo unspecified),0.7,-3.4%,2.0%,-0.8%,2.2,7.5%,21.3%,2.6%,2.6%
O=C(Nc1cnccn1)c1ccncc1,2.0,1.6%,-9.6%,-3.5%,/,-1.7%,6.5%,13.1%,3.4%
Cc1ccc(OCC(O)Cn2c(N)nc3c2c(=O)n(C)c(=O)n3C)cc1 (stereo unspecified),0.1,2.8%,-8.1%,5.9%,-4.0,1.0%,3.0%,-20.8%,3.5%
Cc1ccccc1NC(=O)CSc1nnc(Cc2ccccc2)o1,-1.2,14.3%,-18.2%,16.8%,1.1,-5.8%,-0.9%,5.8%,11.4%
C/C(=N\NC(=O)c1cc(-c2cccnc2)nc2ccccc12)c1ccccc1O,-1.1,-26.9%[57.1 µM],6.7%,-15.9%,-2.5,-2.9%,-12.0%,25.4%,16.3%
O=C(CCl)Nc1cn(-c2ccccc2)nc1-c1ccc(F)cc1,-0.9,-8.5%,-6.5%,3.9%,1.9,4.2%,8.7%,?,8.7%
CC(C)(C)c1ccc(OCC(=O)NCCN2CCOCC2)cc1,0.5,13.1%,-20.2%,1.4%,1.7,0.2%,1.4%,13.4%,0.8%
Cc1ccc(C(=O)N(CC(=O)NC2CCCC2)c2ccc3c(c2)OCCO3)s1,-2.5,2.7%,2.3%,2.6%,0.9,-6.1%,2.9%,1.0%,-29.2%
O=C(O)CN1C(=O)CSC1=S,3.6,-1.5%,-8.3%,5.5%,0.0,12.7%,7.9%,-0.7%,-10.6%
CC(C)N(C)CCOC(=O)c1ccc2c(c1)OCCO2,-0.9,12.3%,-5.4%,?,/,1.7%,0.7%,0.0%,5.6%
CC1CCCCN1Cc1nc2c(c(=O)n(C)c(=O)n2C)n1Cc1c(F)cccc1Cl (stereo unspecified),-3.3,-4.3%,-10.9%,-7.9%,-6.4,-0.8%,7.7%,-7.6%,-30.3%
CN(C)S(=O)(=O)c1ccc(N2CCCC2)c(C(=O)Nc2nc(-c3ccc(F)c(F)c3)cs2)c1,11.2,-0.4%,5.3%,-0.6%,0.5,-2.0%,8.5%,5.4%,/
N#C/C(=N\Nc1cccc(F)c1)C(=O)C1CC1,0.1,-5.2%,2.4%,4.8%,-12.8,-1.3%,12.4%,-8.2%,-3.9%
O=C(NCc1cccnc1)c1ccc(COc2ccc(Cl)cc2Cl)o1,0.2,5.6%,0.9%,5.9%,2.5,2.0%,4.5%,-17.7%,-13.7%
NS(=O)(=O)c1ccc(NS(=O)(=O)c2ccc(NC(=O)c3ccc(-c4ccccc4)cc3)cc2)cc1,-2.5,?,-22.9%,9.3%,-25.9,5.3%,-2.4%,?,/
CN(Cc1ccccc1)C(=O)c1cccc(NC(=O)Cc2ccc(NC(=O)C3CCCN(C(=O)C4CCC4)C3)cc2)c1 (stereo unspecified),1.0,7.0%,-4.5%,5.0%,-5.8,13.0%,-12.4%,11.0%,30.4%
Cc1ccc(C2C3=C(CC(C)(C)CC3=O)NC3=C2C(=O)CC(C)(C)C3)o1,0.2,-5.7%,-5.1%,-9.5%,2.7,-8.6%,-3.0%,7.7%,18.2%
O=C(Cc1cccs1)N1CCN=C1SCc1ccccc1F,4.6,-2.8%,-6.8%,5.8%,2.4,-0.7%,-7.7%,3.9%,5.4%
Cc1ccc(CNC(=S)Nc2ccc3c(c2)c(=O)n(C)n3Cc2cccc(C(F)(F)F)c2)cc1,-0.8,-1.7%,?,-10.3%,-25.4,0.5%,-16.6%,-17.5%,?
O=C(c1ccoc1)N1CCC2(CC1)Oc1ccc(F)cc1C(=O)C21CC(c2cccnc2)=NO1 (stereo unspecified),-0.1,3.1%,-9.9%,-19.7%,-3.8,5.8%,4.6%,-3.3%,29.0%
CCOC(=O)CNC(=O)Cn1cnc2c(nnn2-c2ccccc2)c1=O,3.8,0.8%,3.7%,12.8%,0.9,0.9%,-5.1%,3.5%,-27.6%
Cc1nc(C(F)(F)F)ccc1C(=O)N1CCC1(C)C(=O)NS(=O)(=O)c1ccc(C#N)cc1 (stereo unspecified),-0.2,5.2%[57.1 µM],-5.2%,-5.4%,-6.8,0.7%,-11.2%,-5.6%,-16.8%
COc1ccccc1-c1noc(CCCC(=O)Nc2ccc(C(N)=O)cc2)n1,0.8,-5.2%,4.2%,-0.1%,-4.0,3.6%,18.4%,-18.4%,-17.9%
O=C(Nc1ccc(F)cc1)C(c1ccccc1)N1CCN(S(=O)(=O)c2c(F)cccc2F)CC1 (stereo unspecified),-1.3,-0.7%,-10.4%,30.8%,-8.5,11.4%,3.4%,-21.0%,5.0%
Fc1ccccc1Cn1c2[n+](c3ccc(C(F)(F)F)cc31)CCCCC2,-1.6,-2.3%,-1.5%,3.2%,-5.6,-3.9%,2.0%,-9.9%,-16.1%
Cc1ccc(/C=N/NC(=O)c2nnn(-c3nonc3N)c2CSc2ccccc2)o1,-0.7,-13.6%,-21.8%,0.4%,-14.4,-4.8%,13.5%,-18.9%,1.7%
CC(C)CCN1CCN(Cc2cccn2-c2cccnc2)CC1CCO (stereo unspecified),1.3,-8.1%,-6.2%,-5.1%,3.5,-1.2%,-8.2%,1.1%,-1.8%
O=C1CCC(C(=O)OCC(=O)Nc2cc(Cl)ccc2F)=NN1,0.7,-1.9%,-3.9%,4.6%,1.7,-2.2%,0.9%,-2.9%,-7.9%
Cn1c(=O)cc(SCC(=O)NCCCN2CCOCC2)c2ccc(Cl)cc21,0.3,-8.0%,-7.7%,10.6%,0.6,1.9%,5.3%,3.1%,0.2%

Some entries already given with just PI5P4Ka inh, Abeta yeast res and WRN inhibitor.
compound,PI5P4Ka inh,Abeta yeast res,WRN inhibitor
CC(C)c1ccc(C2C3=C(COC3=O)Nc3cc4c(cc32)OCO4)cc1 (stereo unspecified),0.9,-6.1%,4.7%
CCc1cc(C(=O)Nc2ncccc2O)sc1C,1.2,-17.6%,17.6%

(cont.)
SMILES,IL2 activator,WRN inhibitor,PLK1 PBD inh,Abeta yeast res,PI5P4Ka inh,aSyn rescue,EPAC1 ag,EPAC1 antag,FUS yeast rescue
COc1cccc(C2CC(c3ccc(Cl)cc3Cl)Nc3nc(N)nn32)c1 (stereo unspecified),-1.3,-0.6%,?,1.0%,-3.0,-6.0%,-7.4%,-8.1%,35.8%
c1cncc(CNc2ncnc3sc4c(c23)CCC4)c1,-2.9,0.1%,-8.4%,9.8%,6.1,-0.3%,-1.0%,-0.6%,24.2%
COc1ccc([N+](=O)[O-])cc1NC1CCCCC1,-3.5,-1.0%,1.1%,-24.7%,12.1,-20.0%,5.5%,5.3%,15.8%
O=S(=O)(c1ccc(NC(=S)NN=C(Cc2ccccc2)Cc2ccccc2)cc1)N1CCOCC1,-0.9,-9.6%[57.1 µM],-19.8%,-20.0%,?,-9.9%,-0.5%,-23.8%,28.9%
Cc1ccccc1CC1(CO)CCCN(C(=O)c2ccccc2N(C)C)C1 (stereo unspecified),0.8,2.6%,-6.8%,6.2%,3.0,0.2%,1.1%,4.1%,21.8%
O=C(O/N=C\c1ccc(N2CCOCC2)c([N+](=O)[O-])c1)c1ccccc1Cl,-3.5,-1.6%,-1.0%,0.0%,2.4,12.3%,4.4%,2.5%,/
NC(COCc1ccccc1)c1csc(Nc2nncc3ccccc23)n1 (stereo unspecified),0.4,-2.9%,-18.2%,-20.2%,16.5,-23.2%,-4.2%,-18.9%,29.6%
Cc1cc(C)c(C2C(C#N)=C(N)Oc3n[nH]c(C)c32)cc1CN1CCOCC1 (stereo unspecified),1.0,-3.2%,-11.7%,5.8%,/,1.4%,0.2%,0.0%,-1.9%
OCCN1CCN(C(=S)c2ccc(Cl)c(Cl)c2)CC1,-0.6,-11.7%,4.74µM*,10.1%,/,-10.9%,0.8%,2.1%,29.7%
